Source: PubChem BioAssay (several laboratories)
HMGR II inh – E. faecalis class II HMG-CoA reductase inhibition | purified E. faecalis HMGR, NADPH absorbance 340 nm kinetic | inhibition, % at 10 µM | 190,000 compounds, 0.41% hits;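 active means inhibition above a set limit, the median over all tested compounds plus 3 SD, cut at about 9.5% in these data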;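 further: enzyme runs in reverse so mevalonate oxidation gives rising NADPH absorbance; 0% = complete reaction with DMSO and 100% = background rate lacking mevalonate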
PPARg SRC-1 ag – promotes SRC-1 coactivator recruitment by human PPARgamma; P37231; AID 631; 200,000 compounds, 0.41% hits; PPARgamma-SRC-1 coactivator recruitment biochemical assay; activation, % at 8 µM; in the data active means activation above about 19%;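 further: 0% = DMSO and 100% = reference agonist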
Target sequence (P37231 whole entry, looked up): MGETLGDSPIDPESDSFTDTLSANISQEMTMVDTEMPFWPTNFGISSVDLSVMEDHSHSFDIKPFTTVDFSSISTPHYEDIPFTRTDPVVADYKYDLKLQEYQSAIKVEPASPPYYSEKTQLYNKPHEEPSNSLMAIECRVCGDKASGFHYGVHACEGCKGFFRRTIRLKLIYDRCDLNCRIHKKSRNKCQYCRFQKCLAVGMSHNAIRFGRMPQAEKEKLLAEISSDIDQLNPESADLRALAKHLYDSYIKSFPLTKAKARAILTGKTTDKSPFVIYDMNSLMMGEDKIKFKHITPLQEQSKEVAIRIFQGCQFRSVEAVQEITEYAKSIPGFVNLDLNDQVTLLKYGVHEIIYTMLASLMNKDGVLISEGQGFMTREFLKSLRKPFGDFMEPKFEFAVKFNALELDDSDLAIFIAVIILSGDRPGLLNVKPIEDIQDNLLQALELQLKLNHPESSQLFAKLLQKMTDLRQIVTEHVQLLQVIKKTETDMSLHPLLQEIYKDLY
SRC2 TRFRET art – TR-FRET artefact, counter-screen to PPARgamma/SRC-2 agonist assay; TR-FRET ratio at 8 µM; stronger effect = higher value; AID 1049; 200,000 compounds, 0.4% hits; in the data active means TR-FRET ratio above about 2000; further: inactives centre near 1500
TNAP inh hi DEA – blocks human TNAP under high phosphate acceptor concentration | purified TNAP, CDP-star luminescence, 1 M DEA | inhibition, % at 20 µM | 200,000 compounds, 0.03% hits;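 active means over 50% inhibition of tissue-nonspecific alkaline phosphatase at 20 µM in the single-dose screen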;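 further: plate controls were DMSO wells for no effect and EDTA-quenched wells as full inhibition for full effect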
Target sequence (P05186 whole entry, looked up): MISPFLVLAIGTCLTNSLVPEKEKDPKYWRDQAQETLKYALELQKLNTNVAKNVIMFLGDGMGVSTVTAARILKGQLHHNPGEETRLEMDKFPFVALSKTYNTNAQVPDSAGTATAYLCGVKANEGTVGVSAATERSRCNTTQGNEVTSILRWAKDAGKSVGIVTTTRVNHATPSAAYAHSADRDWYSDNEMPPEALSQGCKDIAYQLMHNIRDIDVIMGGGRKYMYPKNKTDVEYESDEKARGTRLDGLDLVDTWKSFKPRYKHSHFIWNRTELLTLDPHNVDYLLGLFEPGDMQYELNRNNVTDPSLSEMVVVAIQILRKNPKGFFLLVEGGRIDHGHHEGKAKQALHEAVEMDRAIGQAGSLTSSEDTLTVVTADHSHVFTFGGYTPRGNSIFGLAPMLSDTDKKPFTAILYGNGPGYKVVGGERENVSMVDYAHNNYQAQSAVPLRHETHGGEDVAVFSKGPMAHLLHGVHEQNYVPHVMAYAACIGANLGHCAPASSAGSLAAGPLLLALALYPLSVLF
bIAP inhibitor – blocks bovine intestinal alkaline phosphatase activity. purified bovine IAP, CDP-star luminescence, 30 min. inhibition, % at 20 µM. 190,000 tested, under 10 active. AID 1019;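 active means over 50% inhibition of intestinal alkaline phosphatase at 20 µM in the single-dose screen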
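System: Purified bovine intestinal alkaline phosphatase (IAP) enzyme | Input: IAP diluted 1/65,000,000 in the well | Also added: CDP-star chemiluminescent phosphatase substrate, 30 µM final | Dosing: 20 µM single dose | Times: Enzyme reaction for 30 min at room temperature | Detection: Luminescence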
bIAP activator – increases bovine intestinal alkaline phosphatase activity | purified bovine IAP, CDP-star luminescence, 30 min; stronger effect = higher value; fold of DMSO-control signal, blank-subtracted | 200,000 compounds, 0.17% hits | activation factor at 20 µM;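 active means activation factor of 2 or more at 20 µM, a signal rise over negative controls twice the positive control's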
PPARg SRC3 recr – promotes SRC-3 coactivator recruitment by human PPARgamma. biochemical PPARgamma/SRC-3 coactivator recruitment assay. AID 731. 200,000 compounds, 0.26% hits. activation, % at 8 µM. P37231; in the data active means activation above about 23%;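 further: 0% = DMSO and 100% = reference agonist; some compounds past the cut are filed as inactive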
TNAP inh no acc – blocks human TNAP activity with no phosphate acceptor present | 200,000 compounds, 0.26% hits | purified TNAP, CDP-star luminescence, 30 min | AID 1012 | inhibition, % at 20 µM | P05186;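 active means tissue-nonspecific alkaline phosphatase inhibition above about 50% at 20 µM in the single-dose screen, limit read from the data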;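 further: 0% = DMSO negative control and 100% = EDTA positive control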
TNAP act hiacc – increases human TNAP activity under high phosphate acceptor concentration; P05186; purified TNAP, CDP-star luminescence, 1 M DEA, 30 min; stronger effect = higher value; 0 = EDTA background, 1 = DMSO-only activity; activation factor at 20 µM; 200,000 tested, under 10 active;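 active means activation factor at least 2 at 20 µM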
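Measured by: Luminescent substrate turnover signal | Test system: Human TNAP | Input: TNAP 1/800 final | Dosing: 20 µM single point | Schedule: 30 min, room temperature | Controls: EDTA wells as negative control, DMSO wells as positive control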
PPARg SRC2 recr – PPARgamma-driven SRC-2 recruitment agonism; 200,000 compounds, 0.34% hits; PPARgamma LBD-SRC-2 recruitment, biochemical; activation, % at 8 µM; in the data active means activation above about 22%;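 further: 0% = vehicle and 100% = reference agonist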
Active calls of the source: *.

SMILES | HMGR II inh | PPARg SRC-1 ag | SRC2 TRFRET art | TNAP inh hi DEA | bIAP inhibitor | bIAP activator | PPARg SRC3 recr | TNAP inh no acc | TNAP act hiacc | PPARg SRC2 recr
COc1cccc(C2[C@H](C)C3(CCN2C)OCCO3)c1 (some centres undefined) | -8 | -2 | 1567 | -4 | -12 | 1.1 | -1 | -4 | 1 | -4
CC1(C(=O)NCc2cc(F)cc(C(F)(F)F)c2)C=CC2(CCCCC2)N1C(=O)c1ccccc1 (centres undefined) | -1 | 4 | 1649 | -7 | 6 | 0.9 | 1 | -10 | 1.1 | -5
O=c1cnn(-c2ccccc2)c(-c2ccccc2)c1 | 1 | -4 | 1599 | -5 | 19 | 0.8 | -4 | -4 | 1.1 | 9
COC(=O)C(Cc1ccccc1)NC(=O)CSc1nc(C)cc(=O)[nH]1 (centres undefined) | 4 | 2 | 1413 | -6 | 6 | 0.9 | -3 | -16 | 1.1 | 2
CC(=O)NCCC(=O)N1CCc2c([nH]c3ccccc23)C1c1cccc(C)c1 (centres undefined) | -2 | 4 | 1463 | -3 | -13 | 1.1 | 1 | -9 | 1 | 0
COc1ccc(-c2coc3cc(OC)cc(O)c3c2=O)cc1 | -3 | -4 | 1575 | -3 | 3 | 1 | 1 | -6 | 1 | 3
Cc1cc(C)nc(SCc2ccc(C(=O)NN=C3CCCC3)cc2)n1 | 4 | -12 | 1415 | -1 | -6 | 1.1 | -5 | -123 | 1 | -1
O=C(COC(=O)c1cccc(Cl)c1Cl)NCCN1C(=O)CSC1=O | -2 | 2 | 1389 | -2 | 7 | 0.9 | 1 | -3 | 1 | -3
CCN(C(=O)c1ccc2c(Cl)c3c(nc2c1)CCC3)c1cccc(C)c1 | 4 | 3 | 1531 | -6 | 25 | 0.8 | 5 | -1 | 1.1 | 10
Cc1ccc(C(=O)N2C(=S)C(c3ccc(F)cc3)=NC23CCN(C)CC3)cc1 | 0 | 3 | 1578 | -2 | 16 | 0.8 | -6 | 0 | 1 | -2
Cc1sc(NC(=O)c2ccco2)c(C(c2cccnc2)N2CCN(CCO)CC2)c1C (centres undefined) | 2 | 2 | 1620 | -2 | -10 | 1.1 | 0 | -3 | 1 | -3
O=S(=O)(Nc1ccn(-c2ccccc2)n1)c1ccc(Br)cc1 | -1 | -9 | 1566 | -2 | 11 | 0.9 | -12 | -3 | 1 | -6
CCCOC(=O)c1cccc(NC(=O)C(C)(C)C)c1 | -1 | 6 | 1509 | 0 | 6 | 0.9 | -4 | 4 | 1 | 2
O=C(Nc1cccc(F)c1)N(Cc1ccc(Cl)cc1)CC(O)C(F)(F)F (centres undefined) | 0 | -3 | 1520 | -3 | 25 | 0.7 | 5 | -24 | 1 | -9
O=C(CCc1ccccc1)Nc1cc2c(cc1Cl)OCCO2 | -4 | -7 | 1492 | -3 | 6 | 0.9 | -7 | -4 | 1 | 3
COc1ccc(F)cc1C(=O)C1CCCN(Cc2cccn2-c2cccnc2)C1 (centres undefined) | -2 | 4 | 1600 | 5 | -5 | 1.1 | 2 | 2 | 1 | 11
O=C(c1ccc(S(=O)(=O)N2CCOCC2)cc1)N1CCN(c2ccccc2)CC1 | -3 | -4 | 1402 | -4 | 4 | 1 | 0 | -12 | 1 | 1
N=C1/C(=C/c2cccn2-c2cccc([N+](=O)[O-])c2)C(=O)N=C2SC=CN12 | 2 | 2 | 1595 | 10 | 13 | 0.9 | 1 | 7 | 0.9 | 4
CCOC(=O)CSc1ccc(-c2nc3ccccc3[nH]2)cn1 | -2 | -8 | 1504 | 3 | 34 | 0.7 | 8 | -6 | 1 | 1
COc1cccc(-c2ccc(C#N)c(=O)[nH]2)c1 | -5 | 2 | 1475 | -1 | 5 | 1 | 4 | -5 | 1 | 3
C=CCN(C(=O)C1=NN(C2CCS(=O)(=O)C2)C(=O)CC1)c1nc(-c2ccc([N+](=O)[O-])cc2)cs1 (centres undefined) | -11 | 6 | 1582 | 6 | 7 | 0.9 | -1 | 0 | 0.9 | 2
c1ccc(N=Nc2cn[nH]c2-c2ccco2)cc1 | -2 | 4 | 1505 | 6 | -16 | 1.2 | 0 | -104 | 0.9 | 1
Cc1[nH]c2ccc(Br)cc2c(=O)c1CN1CCCCC1 | -7 | -3 | 1277 | -6 | 8 | 0.9 | -4 | -6 | 1.1 | 4
O=c1c2c3c(sc2nc2n1CCCC2)CCC3 | -4 | 13 | 1540 | -4 | 0 | 1 | -1 | -10 | 1 | 8
Cc1ccc(-n2c3c(cc(C(=O)O)c2=O)C(=O)CC(C)(C)C3)cc1 | -2 | -4 | 1411 | 0 | 14 | 0.9 | 5 | -9 | 1 | 4
CC(NC(=O)/C=C/c1ccco1)c1nc2ccccc2n1Cc1c(Cl)cccc1Cl (centres undefined) | -5 | 3 | 1396 | 1 | -2 | 1 | 1 | -10 | 1 | 6
CC(C)(C)C(=O)COC(=O)C1CC(=O)N(c2ccccc2)C1 (centres undefined) | 2 | 7 | 1860 | -4 | 2 | 1 | 4 | -12 | 1 | 5
CC(=O)Nc1ccc(OS(=O)(=O)c2cc(Cl)ccc2C)cc1 | -1 | 1 | 1465 | -1 | -16 | 1.2 | 5 | -4 | 1 | 0
CN(CC(=O)Nc1ccccc1C(=O)N1CCCC1)S(=O)(=O)c1ccc(Cl)cc1 | -6 | -2 | 1671 | 1 | 7 | 0.9 | 0 | -17 | 1 | -1
O=C(Nc1nccs1)C1CCN(S(=O)(=O)c2cnc[nH]2)CC1 | 0 | 11 | 1543 | 2 | -3 | 1 | 8 | 3 | 1 | 11
Cc1ccc(-c2csc(CC(N)=O)n2)cc1 | -1 | 10 | 1448 | 0 | -3 | 1 | -4 | -2 | 1 | 2
Cc1ccc(OCCCNC2CCCC2)cc1 | 0 | 7 | 1542 | 2 | 8 | 0.9 | 3 | -17 | 1 | 7
Cn1c(-c2sc3ccccc3c2Cl)n[nH]c1=S | -3 | 4 | 1670 | -1 | 26 | 0.7 | 12 | 16 | 1 | 21
Cc1cc(C)n(-c2nc(N(C)C)nc(N(C)C)n2)n1 | -1 | 6 | 1515 | 5 | 3 | 1 | -1 | -3 | 1 | 6
O=C(CN(C(=O)CCC(=O)Nc1nccs1)c1cccc(F)c1)NCC1CCCO1 (centres undefined) | -1 | -6 | 1608 | -1 | 3 | 1 | 3 | -4 | 1 | 2
Cc1nn(CCC#N)c2nc(-c3ccccc3)cc(C(F)(F)F)c12 | 1 | 3 | 1655 | -4 | 4 | 1 | -2 | -3 | 1 | -3
O=C(NNC(=O)c1cccc(Br)c1)Nc1ccc(Cl)cc1 | -1 | 1 | 1608 | -4 | 1 | 1 | -1 | -46 | 1 | 3
COc1cccc(-n2nnnc2SCC(=O)NCc2ccc3c(c2)OCO3)c1 | -3 | 2 | 1356 | 1 | 10 | 0.9 | -5 | -1 | 1 | -8
Cn1c(=O)c(=O)n(C)c2cc(S(=O)(=O)NCCc3ccccc3)ccc21 | -2 | 0 | 1432 | 0 | 5 | 0.9 | 0 | 2 | 1 | -3
O=C(Nc1cc2c(cc1Cl)OCCCO2)c1ccco1 | -4 | 9 | 1465 | -5 | 19 | 0.8 | 1 | -3 | 1.1 | -2
O=C(NCCCN1CCCC1=O)C1CCN(S(=O)(=O)N2CCOCC2)CC1 | -1 | -2 | 1576 | 1 | 5 | 0.9 | 5 | -7 | 1 | 2
Cn1c(=O)[nH]c(=O)c2c1nc(SCCN1CCOCC1)n2CCCc1ccccc1 | -3 | -2 | 1504 | -1 | 4 | 1 | -7 | -12 | 1 | 7
Clc1ccc(-c2nnc(CSc3nnc(-c4cccs4)o3)o2)cc1 | 1 | 3 | 1628 | -1 | 7 | 0.9 | 1 | -1 | 1 | -1
CCC(=O)N1CCN(c2nc3ccccc3s2)CC1 | -8 | 0 | 1508 | -2 | -4 | 1 | 9 | -17 | 1 | 4
Cc1cc(C)nc(SCCC(=O)Nc2cccc3ccccc23)n1 | -1 | -4 | 1543 | -1 | -2 | 1 | 3 | -6 | 1 | 4
O=C1CCN(S(=O)(=O)c2ccc(Br)cc2)CCN1 | -7 | -3 | 1639 | -2 | -1 | 1 | -5 | -4 | 1 | -5
CCN1CCN(C(=S)Nc2cc(C(=O)OC)ccc2C(=O)OC)CC1 | 1 | 5 | 1654 | -3 | 4 | 1 | 4 | -9 | 1 | 2
CCOc1ccc(S(=O)(=O)NCc2ccc(Cl)cc2)c2cccnc12 | -7 | 8 | 1750 | -8 | 4 | 1 | 0 | -11 | 1.1 | 3

As a working copy, some entries already given.
SMILES | HMGR II inh | PPARg SRC-1 ag | SRC2 TRFRET art | TNAP inh hi DEA | bIAP inhibitor | bIAP activator | PPARg SRC3 recr | TNAP inh no acc | TNAP act hiacc | PPARg SRC2 recr
O=C1CCN(S(=O)(=O)c2ccc(Br)cc2)CCN1 | -7 | -3 | 1639 | -2 | -1 | 1 | -5 | -4 | 1 | -5
CCN1CCN(C(=S)Nc2cc(C(=O)OC)ccc2C(=O)OC)CC1 | 1 | 5 | 1654 | -3 | 4 | 1 | 4 | -9 | 1 | 2
CCOc1ccc(S(=O)(=O)NCc2ccc(Cl)cc2)c2cccnc12 | -7 | 8 | 1750 | -8 | 4 | 1 | 0 | -11 | 1.1 | 3

Further structures follow.
SMILES | HMGR II inh | PPARg SRC-1 ag | SRC2 TRFRET art | TNAP inh hi DEA | bIAP inhibitor | bIAP activator | PPARg SRC3 recr | TNAP inh no acc | TNAP act hiacc | PPARg SRC2 recr
CC1(C)CC(=O)C(C=Nc2ccccc2Sc2ccccc2)=C(O)C1 | -3 | -1 | 1455 | -4 | 0 | 1 | 1 | -5 | 1 | 0
CC1(C(=O)O)CCC(C(=O)Nc2ccccc2)C1(C)C (centres undefined) | -2 | -1 | 1464 | -2 | 1 | 1 | -4 | -21 | 1 | 3
CN1C(=S)SC(C)(NO)C1(C)C (centres undefined) | -2 | 8 | 1623 | 3 | 3 | 1 | 6 | -14 | 1 | 8
Cc1ccc(N(CC(O)Cn2c3ccccc3c3ccccc32)S(C)(=O)=O)c(C)c1 (centres undefined) | -3 | 4 | 1656 | -4 | 12 | 0.9 | 2 | -13 | 1 | 12
O=[N+]([O-])c1cc(S(=O)(=O)N2CCCC2)ccc1N/N=C/c1ccncc1 | 2 | 3 | 1666 | 0 | -1 | 1 | 1 | -20 | 1 | 2
Cn1nnnc1SCCNCc1ccccc1OCc1ccc(Cl)cc1 | -5 | -2 | 1500 | -2 | 10 | 0.9 | -2 | -14 | 1 | 1
COc1ccc(N(C)C(=O)Cc2c(C(=O)O)[nH]c3ccccc23)c(OC)c1 | -6 | 6 | 1550 | -4 | 24 | 0.8 | 4 | 3 | 1 | 7
O=C(CSCC(=O)Nc1ccc2ccccc2c1)NCc1ccccc1 | 2 | 3 | 1631 | -1 | 8 | 0.9 | 4 | -4 | 1 | 11
O=C(c1cc(C2CC2)nc2ccc(Br)cc12)N1N=C(C(F)F)CC1(O)C(F)F (centres undefined) | -4 | 0 | 1573 | 5 | 1 | 1 | 2 | -18 | 0.9 | 6
CSc1nc2cc(S(=O)(=O)N3CCOCC3)ccc2s1 | 4 | 0 | 1432 | -4 | 6 | 0.9 | 8 | -9 | 1 | 0
COc1ccccc1CC(=O)N1CCN(c2cccc(C(F)(F)F)c2)CC1 | 3 | 5 | 1588 | -4 | -1 | 1 | -1 | 0 | 1 | 11
